PI4K2A inh: qHTS for small molecular inhibitors of PI4K2A. Phosphatidylinositol 4-kinase type 2-alpha (Homo sapiens), Q9BTU6. purified PI4K2A, ADP-Glo luminescence, 1 h; hits give low values. activity change, negative = inhibition, % at 76.9 µM. 420,000 tested, 0.13% active; in the data active = activity change below about -50%; inconclusive = mostly about -30% to -49%;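 note: -100% = wells without enzyme as full effect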
Target sequence (Q9BTU6 whole entry, looked up): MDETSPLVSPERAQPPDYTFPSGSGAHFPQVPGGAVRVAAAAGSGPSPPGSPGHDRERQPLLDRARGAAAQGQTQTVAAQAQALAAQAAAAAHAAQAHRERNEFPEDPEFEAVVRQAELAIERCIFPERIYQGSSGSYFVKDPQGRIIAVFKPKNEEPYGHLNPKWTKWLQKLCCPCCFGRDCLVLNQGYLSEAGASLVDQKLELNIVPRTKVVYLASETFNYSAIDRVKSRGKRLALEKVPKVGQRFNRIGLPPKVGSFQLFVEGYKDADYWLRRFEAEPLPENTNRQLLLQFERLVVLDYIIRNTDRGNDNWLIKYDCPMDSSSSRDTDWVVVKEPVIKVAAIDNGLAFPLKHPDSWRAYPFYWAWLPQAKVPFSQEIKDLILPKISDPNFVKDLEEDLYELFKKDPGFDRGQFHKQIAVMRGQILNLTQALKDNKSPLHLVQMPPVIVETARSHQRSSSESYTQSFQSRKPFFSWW
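PI4K2A activity was measured by ADP-Glo luminescence: enzyme (4 ug/mL stock) and phosphatidylinositol (1.2 mM stock) in Tris pH 7.5/MgCl2/EGTA/Triton X-100 buffer were reacted with ATP (300 microM stock) for one hour at ambient temperature.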
GLS inhibitor: qHTS for Inhibitors of Glutaminase (GLS) | 410,000 tested, 0.21% active | Potency, µM (series often up to 45.5 µM), inactives show at the top dose activity change, negative = inhibition, actives largely listed as inhibitors | AID 624170, 2012 | GLS enzymatic activity, qHTS titration | Glutaminase kidney isoform, mitochondrial (Homo sapiens), O94925; note: potency is the fitted concentration of half-maximal effect; % is set by controls: 0 for no effect and ±100 for the full control effect
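hKGA in 45 mM KH2PO4 (pH 8.2), 0.02% Tween-20 with compound, then 1mM L-Glutamine (stock as added) plus glutamate oxidase/HRP/Amplex red coupling mix. Fluorescence read initially and after 30 min at RT; signal change reflects glutamate formation.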
Pin1 inhibitor: qHTS Assay to Find Inhibitors of Pin1. Pin1 FP peptide displacement, HiFluor488, 10 min. Potency, µM (titrated, usually from 115 µM), for inactives: at the highest dose activity, negative = inhibition, most hits filed as inhibitors. 390,000 tested, 0.009% active; active = well fitted inhibition curve with a large enough effect in the polarisation, with a control signal flat, not every such curve was filed as active; inconclusive = small, poorly fitted or top-dose-only effect, or effect the other way, or a change in a side signal; inactive = no such curve, though single readings can be large or run the other way; the % refers to the polarisation; note: potency is the fitted concentration of half-maximal effect; % is set by controls: 0 for no effect and ±100 for the full control effect
JMJD2A Tudor inh: qHTS Assay for Inhibitors of JMJD2A-Tudor Domain. Lysine-specific demethylase 4A (Homo sapiens), O75164. AlphaScreen JMJD2A-Tudor / H3K4me3 peptide binding. Potency, µM (titrated, usually from 114 µM), inactives show top-dose activity change, negative = inhibition, actives largely listed as inhibitors. 390,000 tested, 4.4% active; note: potency is the fitted concentration of half-maximal effect; % is set by controls: 0 for no effect and ±100 for the full control effect; nearly all actives have a fitted effect of over 50% in size
PGK inhibitor: qHTS Assay to Find Inhibitors of Phosphoglycerate Kinase | AID 602233, 2012 | Potency, µM (highest dose often 57.5 µM), for inactives: at the top dose activity change, negative = inhibition, usual class: inhibitors | 380,000 tested, 0.043% active | PGK/GAPDH coupled, Kinase-Glo luminescence, 60 min; note: potency is the fitted concentration of half-maximal effect; % is set by controls: 0 for no effect and ±100 for the full control effect; nearly all actives have a fitted effect of over 60% in size
Target sequence (P07378 whole entry, looked up): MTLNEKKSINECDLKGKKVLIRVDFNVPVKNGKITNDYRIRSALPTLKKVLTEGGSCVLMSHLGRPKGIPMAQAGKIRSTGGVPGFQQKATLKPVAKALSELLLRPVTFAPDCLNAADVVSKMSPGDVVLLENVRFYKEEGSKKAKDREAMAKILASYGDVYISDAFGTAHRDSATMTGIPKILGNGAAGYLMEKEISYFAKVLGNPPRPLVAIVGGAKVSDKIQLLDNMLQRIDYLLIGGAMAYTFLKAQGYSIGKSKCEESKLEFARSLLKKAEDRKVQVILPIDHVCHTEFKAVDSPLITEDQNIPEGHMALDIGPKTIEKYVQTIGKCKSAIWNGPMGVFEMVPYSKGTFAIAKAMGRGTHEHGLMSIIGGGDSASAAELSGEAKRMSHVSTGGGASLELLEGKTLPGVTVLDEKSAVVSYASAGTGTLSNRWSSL
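Luminescent ATP detection (Kinase-Glo Plus) follows a 60-minute room-temperature incubation, with wells lacking PGK as controls. Buffer: 100 mM TEA (pH 7.6), 5 mM MgCl2, 0.01% Tween-20. Coupling enzyme GAPDH (100 nM final) supplies unstable 1,3-BPG in-well.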
POLH inh: qHTS for Inhibitors of Polymerase Eta; DNA polymerase eta (Homo sapiens), Q9Y253; recombinant Pol eta, fluorescent DNA replication assay; Potency, µM (series often up to 114 µM), for inactives: top-dose activity change, negative = inhibition, actives largely listed as inhibitors; 390,000 tested, 1.2% active; note: potency is the fitted concentration of half-maximal effect; % is set by controls: 0 for no effect and ±100 for the full control effect
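Pol eta at 10 nM preincubated with compounds 15 min at room temperature; reaction started with fluorescent substrate (50 nM final) and read kinetically at 0 and 10 min.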
BAZ2B block: qHTS Assay for Inhibitors of BAZ2B; 360,000 tested, 4.4% active; AlphaScreen BAZ2B-H3K14Ac peptide displacement; Potency, µM (top dose mostly 114 µM), inactives show at the highest dose activity change, negative = inhibition, actives largely listed as inhibitors; Bromodomain adjacent to zinc finger domain protein 2B (Homo sapiens), Q9UIF8; AID 504333, 2011; note: potency is the fitted concentration of half-maximal effect; % is set by controls: 0 for no effect and ±100 for the full control effect; nearly all actives have a fitted effect of over 60% in size
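Compounds, titrated to a top concentration of 110 uM, were incubated 30 min at room temperature with preformed BAZ2B/acetyl-K14 H3 peptide complex (50 nM each). Proximity signal was measured by AlphaScreen after 20 min with beads.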
G9a inh: qHTS Assay for Inhibitors of Histone Lysine Methyltransferase G9a | G9a H3K9 monomethylation, AlphaScreen, 2 h | Potency, µM (doses to about 102 µM), inactives show at the highest dose activity, negative = inhibition, usual class: inhibitors | 350,000 tested, 8.8% active | AID 504332, 2011; note: potency is the fitted concentration of half-maximal effect; % is set by controls: 0 for no effect and ±100 for the full control effect; nearly all actives have a fitted effect of over 75% in size
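Readings reflect AlphaScreen signal from monomethyl-H3K9 antibody detection. HMT at 20 nM; substrate b-H3K9 500 nM; cofactor SAM 20 uM; 2 h RT reaction; compounds tested as titrations in qHTS with 15 min preincubation.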
HP1b chromo inh: HTS for Inhibitors of HP1-beta Chromodomain Interactions with Methylated Histone Tails; 390,000 tested, 0.56% active; AlphaScreen HP1-beta / biotin-H3K9me3 peptide binding; Chromobox protein homolog 1 (Homo sapiens), P83916; Potency, µM (titrated, usually from 114 µM), for the others: at the highest dose activity change, negative = inhibition, actives largely listed as inhibitors; note: potency is the fitted concentration of half-maximal effect; nearly all actives have a fitted effect of over 70% in size; inactives centre near 23
Target sequence (P83916 whole entry, looked up): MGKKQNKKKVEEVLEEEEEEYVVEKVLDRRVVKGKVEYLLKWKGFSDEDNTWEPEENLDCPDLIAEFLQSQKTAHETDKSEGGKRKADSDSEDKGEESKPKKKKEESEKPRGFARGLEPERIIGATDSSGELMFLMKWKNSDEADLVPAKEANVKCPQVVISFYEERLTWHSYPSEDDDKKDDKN
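HP1-beta protein (50 nM final) preincubated 30 min at room temperature with biotinylated H3(1-18)K9me3 peptide (50 nM) in PBS pH 7.4, 0.01% Tween-20, then compound added for 30 min. AlphaScreen streptavidin donor/nickel chelate acceptor beads (10 ug/mL final), 30 min dark, luminescence read.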
The depositor's hits bear a star; i = inactive; ? = inconclusive; . = not tested or not shown; [ ] = remark or other dose. Unless noted, calls come from the whole dose curve; as a rule, active = well fitted curve in the direction sought with a large enough effect; inconclusive = small, poorly fitted or top-dose-only effect, or another doubt; inactive = no such curve, though single readings can be large; an effect the other way counts as inactive or inconclusive. The list is partial, so the mix of outcomes need not match the whole.

Molecule,PI4K2A inh,GLS inhibitor,Pin1 inhibitor,JMJD2A Tudor inh,PGK inhibitor,POLH inh,BAZ2B block,G9a inh,HP1b chromo inh
CCCc1nnc(NC(=O)CC(=O)Nc2ccccc2C(=O)O)s1,3.1,1.0%,5.6%,-8.3%,2.1%,-4.1%,12.8%,-41.9%,33.1%
CCOC(=O)c1cn2nc(Oc3ccc(NC(C)=O)cc3)ccc2n1,3.9,-7.9%,-4.7%,-0.7%,-6.7%,-8.8%,-8.5%,-29.8%,28.0%
COc1cc(OC)cc(C(=O)N2CCC(N3CCN(c4ccccc4OC)CC3)CC2)c1,-2.2,19.1%,0.8%,1.12µM*,-1.6%,-27.0%,50.1µM*,7.94µM*,?
Cc1nc(N2CCOCC2)c2cc(-c3ccccc3)sc2n1,11.2,2.0%,-7.1%,-0.6%,i,-19.1%,-0.3%,-15.2%[59 µM],40.5%[activator]
C#CCn1c(C2CC(=O)N(c3ccc(OCC)cc3)C2)nc2ccccc21 (stereo not given),0.6,-3.3%,1.8%,-4.9%,-5.4%,-19.8%,-37.0%,-1.3%[59 µM],36.9%
CC(C)CC(C(=O)NC(C)(C)C)N(Cc1ccccc1Cl)C(=O)c1snc(C(N)=O)c1N (stereo not given),7.3,-7.1%,-1.5%,-15.1%,-2.3%,-28.4%,4.1%,0.3%,44.1%[activator]
O=C(CS(=O)(=O)c1ccccc1)N1CCCCCC1,3.1,-3.8%,-1.8%,11.9%,-4.0%,-12.7%,12.4%,0.8%[12.7 µM],21.9%
COc1cc(OC)c(C(=O)NCc2ccco2)cc1OC,0.4,-8.8%,4.4%,-13.2%,-3.4%,-15.1%,-1.5%,?,36.2%

Additional structures:
Molecule,PI4K2A inh,GLS inhibitor,Pin1 inhibitor,JMJD2A Tudor inh,PGK inhibitor,POLH inh,BAZ2B block,G9a inh,HP1b chromo inh
CCCN1CCOC(CC(=O)Nc2ccc([N+](=O)[O-])cc2)C1=O (stereo not given),-22.6,0.6%,-8.3%,-6.0%[11.4 µM],5.3%,-20.5%,1.7%,20µM*,-2.9%
C=CCOn1c(=O)c(-c2ccc(Br)cc2)[n+]([O-])c2ccccc21,-1.5,5.6%,3.0%,-2.8%,-9.5%,-0.9%,6.4%,25.2%,13.7%
CC(C)(C)CN1C(=O)C(=O)NC[C@H]1Cc1cccc2ccccc12,-2.4,2.2%,-1.9%,-5.1%,9.4%,-20.4%,4.8%,-3.9%[59 µM],34.0%
COc1ccc(C(CC(=O)O)NC(=O)OC(C)(C)C)cc1 (stereo not given),-4.0,6.3%,1.8%,5.0%,2.5%,-11.9%,5.6%,0.1%[59 µM],48.5%
CCN(Cc1ccccc1)C(=O)Cn1c(C(C)O)nc2ccccc21 (stereo not given),-1.9,0.1%,-0.4%,-3.5%,8.0%,-2.5%,-5.6%,24.1%,41.9%[activator]
COc1ccccc1NC(=O)CSc1nccc(=O)[nH]1,-0.1,4.3%,-7.1%,-18.3%,-0.1%,-18.3%,-4.5%,-26.6%[59 µM],24.4%
Cc1cc(=O)c2n(Cc3ccccc3Cl)nc[n+]2[nH]1,7.1,0.1%,-3.1%,6.3%,15.4%,-18.3%,5.5%,-2.5%[59 µM],28.7%
Fc1ccc(C2c3cccn3CCN2C(=S)Nc2cccc(Br)c2)cc1 (stereo not given),1.7,-23.8%,4.9%,-20.3%,-9.9%,-13.6%,-33.1%,70.8µM*,5.2%

(continued)
Molecule,PI4K2A inh,GLS inhibitor,Pin1 inhibitor,JMJD2A Tudor inh,PGK inhibitor,POLH inh,BAZ2B block,G9a inh,HP1b chromo inh
O=C(N/N=C\C=C\c1ccc(Br)cc1)c1ccc2c(c1)OCO2,0.0,-7.3%,16.5%,-27.1%,-8.0%,-17.7%,?,3.6%[12.7 µM],50.1%[activator]
O=C(NCc1ccco1)C1CCN(S(=O)(=O)c2ccc(-n3cnnn3)cc2)CC1,-5.9,-3.8%,-9.5%,-20.6%,-5.6%,4.3%,1.0%,-13.4%,15.6%
CCCc1nc(SCC(=O)N2CCC(Cc3ccccc3)CC2)c2c(=O)n(C)c(=O)n(C)c2n1,-2.4,2.9%,-8.4%,-4.9%,-0.6%,-24.5%,2.1%,-6.0%[59 µM],103.4%[activator]
Cc1ccc(Nc2nc(N)nc(CCl)n2)c(C)c1,4.8,-0.2%,5.1%,-20.0%,8.9%,-20.2%,-32.4%,0.4%,60.1%[activator]
CC1Oc2ccccc2N(CC(=O)NC2CCCCC2)C1=O (stereo not given),2.7,-2.3%,0.5%,-8.9%,1.5%,3.3%,2.4%,24.1%,16.8%
Cc1ccccc1NC(=O)C12CC3CCC1(C)C3(C)CO2 (stereo not given),2.7,1.9%,-9.8%,-0.3%,i,-21.4%,2.8%,39.4%,36.9%[activator]
Cc1cccc(C(=O)Nc2nc3c(s2)CCCC3)c1,-5.8,-1.9%,0.8%,-32.8%,-12.9%,-14.1%,-26.5%,-30.6%[59 µM],29.6%
CC1=C(C(=O)Nc2ccc(C)cc2)C(c2ccc(C)o2)C2=C(CC(C)(C)CC2=O)N1 (stereo not given),-9.2,-0.2%,-0.8%,-22.9%,i,-18.9%,6.1%,-3.7%[12.7 µM],23.0%

(further entries)
Molecule,PI4K2A inh,GLS inhibitor,Pin1 inhibitor,JMJD2A Tudor inh,PGK inhibitor,POLH inh,BAZ2B block,G9a inh,HP1b chromo inh
Cc1ccc(C)c(NC2=CC(=O)CC(C)(C)C2)c1C#N,0.1,-0.5%,-0.4%,-1.3%,-2.1%,-13.6%,?,6.2%[59 µM],55.8%[activator]
Cc1cc(S(=O)(=O)N2CCCC(C)C2)ccc1-n1cnnn1 (stereo not given),-0.8,-4.7%,-19.1%,-20.4%,1.5%,7.4%,9.5%,?,21.3%
Cc1cc(C)n(-c2cccc(Cl)c2C#N)n1,7.5,-0.6%,24.8%,4.8%,3.7%,-16.9%,11.3%,35.8%,56.4%[activator]
Cn1c(=O)c(=O)n(C)c2cc(S(=O)(=O)NCc3ccc(Cl)cc3)ccc21,-2.2,?,-0.4%,?,-10.7%,-10.5%,19.3%,8.4%,17.5%
CCCCNC(=O)N1CCN(c2ccccc2OCC)CC1,1.2,-16.0%,2.7%,-2.0%,-8.0%,1.9%,-8.4%,.,12.2%
O=C(CCNS(=O)(=O)c1ccccc1)NCCCSc1ccccc1,-2.0,-2.2%,3.7%,-7.6%,-5.4%,0.3%,-13.9%,37.5%,22.5%
COc1cccc(CNC(=O)C2CCN(c3nc4ccc(Cl)cc4[nH]3)CC2)c1,-0.9,1.4%,-1.1%,-14.3%,8.9%,-11.8%,-5.1%,1.7%[59 µM],19.0%[57 µM]
CC(=O)NC12CC3CC(C1)CC(C(=O)Nc1cccc(S(=O)(=O)N4CCCCCC4)c1)(C3)C2,-0.9,0.3%,-10.1%,-19.5%,-2.8%,?,.,.,23.9%

(more compounds)
Molecule,PI4K2A inh,GLS inhibitor,Pin1 inhibitor,JMJD2A Tudor inh,PGK inhibitor,POLH inh,BAZ2B block,G9a inh,HP1b chromo inh
O=[N+]([O-])c1ccc(Oc2ccc(S(=O)(=O)N3CCOCC3)cn2)cc1,-10.6,1.2%,1.2%,-8.2%,-2.3%,-8.0%,11.8%,-43.7%[59 µM],23.7%
CC(C)CC(=O)Nc1ccc2oc(-c3cccnc3)nc2c1,-2.5,3.0%,-0.2%,-5.4%,-5.8%[11.5 µM],9.2%,12.1%,25.1%,16.6%
CN1CCC(=O)N([C@H](COc2ccccc2)Cc2ccccc2)CC1,2.8,2.1%,0.4%,-21.4%,-2.6%,-4.8%,-27.7%,?,20.8%
Oc1ccccc1N=Nc1nc(-c2ccccc2)c(-c2ccccc2)[nH]1,-1.6,23.4%,44.1%[activator],12.6µM*,-4.5%,-20.3%,12.6µM*,?,31.6µM*
COc1ccc(-c2onc3ccc(C(=O)/C=C/N(C)C)cc23)cc1,-12.5,14.2%,-3.1%,-35.6%,-2.5%,?,-26.1%,-29.8%,43.5%[activator]
Cc1nn(-c2ccccc2)c(C)c1/C=N\NS(=O)(=O)c1ccc(Cl)cc1,2.1,1.0%,?,-31.3%,-0.3%,-10.9%,-6.2%,3.16µM*,25.8%
O=C(CC1C(=O)NCCN1Cc1ccccc1C(F)(F)F)NCCN1CCOCC1 (stereo not given),4.1,-18.2%,?,-10.4%,-2.1%,-17.8%,-36.3%,44.7µM*,24.9%
CC(C)(C)CNC(=O)c1cccc2c1C(=O)c1ccc(-c3cc4ccccc4o3)cc1S2(=O)=O,0.2,0.0%,9.4%,-13.8%,2.6%,4.8%,.,.,24.0%
NC(=O)CSc1c[nH]c2ccccc12,-3.4,2.3%,-10.1%,5.6%,-6.7%,4.1%,7.2%,?,29.9%
CCOC(=O)c1ccccc1NC(=O)CSc1nc2cn(CC)nc2c(=O)n1Cc1ccc(Cl)cc1,-0.3,-12.3%,13.4%,-8.5%,-7.0%,-3.0%,-10.6%,?,26.8%
Cc1cc(NC(=O)C2CC(=O)N(c3cccc(Cl)c3)C2)no1 (stereo not given),-3.3,-4.3%,7.1%,-2.1%,i,-11.1%,-1.2%,-2.1%[59 µM],39.0%[activator]

Screening data from PubChem BioAssay.
